GPR55 antagonists: GPR55 antagonists blocking LPI-driven arrestin recruitment, primary screen, imaging, U2OS, beta-arrestin-GFP, LPI agonist (AID 2013); inhibition, % at 10 µM, or IC50 in µM where a hit was titrated; U2OS GPR55 beta-arrestin-GFP translocation imaging, LPI antagonism; higher % means a stronger effect; hit rate 0.13% among 290,000;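 active = spots per cell inhibited over 60%, with over 100 cells counted and total cytoplasm intensity under 500,000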;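 also: U2OS cells stably carrying GPR55 and arrestin-GFP stimulated by 5 µM LPI near EC80; imaged beta-arrestin-GFP aggregate spots per cell after agonist stimulation; plate controls were LPI-stimulated DMSO wells for no effect and DMSO wells without LPI for full effect; some results filed as inactive read as strong as hits; confirmed hits need IC50 under 10 µM and bright autofluorescent wells are also inconclusive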
Rac1 GTP hydrolysis: MgcRacGAP GTPase-activating activity inhibitors, confirmation, biochemical, ADP Hunter fluorescence; inhibition, % at 30 µM, or IC50 in µM where a hit was titrated; hit rate 0.6% among 340,000; MgcRacGAP-stimulated Rac1 GTP hydrolysis, ADP Hunter fluorescence; higher % means a stronger effect; GST-tagged Rac1 F28L mutant substrate;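 active = first-screen hits whose inhibition reached a set limit at any dose in the follow-up dose series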;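 also: fluorescence reports GDP produced by GAP-driven GTP hydrolysis; strong numbers were not always called active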
Myeloid diff 2: promotes myeloid progenitor differentiation; calls only at 10 µM; ER-HoxA9 myeloid progenitors, lysozyme-GFP differentiation, flow cytometry; hit rate 1% among 360,000;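 active = normalized GFP-positive differentiation at or above the plate's own cutoff, the solvent-only control mean plus 3 SD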;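 also: cells exposed to compound for four days before flow analysis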
GPR35 antagonists: GPR35 antagonists blocking zaprinast-driven arrestin recruitment, primary screen, imaging, U2OS, beta-arrestin-GFP, zaprinast agonist (AID 2058) | U2OS GPR35 beta-arrestin-GFP translocation imaging, zaprinast antagonism; higher % means a stronger effect | one-dose inhibition, % at 10 µM; IC50 in µM for titrated hits | hit rate 0.052% among 290,000;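 active = inhibition of at least 50% with at least 30 cells and total cytoplasm GFP at most 10,000,000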
LYP phosphatase: PTPN22 lymphoid phosphatase activity blockers – biochemical, fluorescence intensity, uHTS (AID 1779); recombinant LYP phosphatase, fluorescence intensity; higher % means a stronger effect; inhibition, % at 11.5 µM, or IC50 in µM where a hit was titrated; hit rate 0.054% among 290,000; in the data active = inhibition above about 50%;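 also: plate controls were vehicle with enzyme for no effect and no enzyme for full effect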
NTR1 ag: agonists of NTR1, primary screen, imaging, U2OS cells, beta-arrestin-GFP, high content (AID 493036); activation, % at 20 µM; hit rate 0.17% among 330,000; NTR1-U2OS beta-arrestin-GFP spot imaging, agonist mode; P30989;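 active = activation at or above 40% of the spot to cytoplasm intensity ratio, with at least 20 cells analyzed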;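 also: 0% = DMSO without peptide and 100% = 100 nM NTR1 peptide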
Target sequence (P30989 whole entry, looked up): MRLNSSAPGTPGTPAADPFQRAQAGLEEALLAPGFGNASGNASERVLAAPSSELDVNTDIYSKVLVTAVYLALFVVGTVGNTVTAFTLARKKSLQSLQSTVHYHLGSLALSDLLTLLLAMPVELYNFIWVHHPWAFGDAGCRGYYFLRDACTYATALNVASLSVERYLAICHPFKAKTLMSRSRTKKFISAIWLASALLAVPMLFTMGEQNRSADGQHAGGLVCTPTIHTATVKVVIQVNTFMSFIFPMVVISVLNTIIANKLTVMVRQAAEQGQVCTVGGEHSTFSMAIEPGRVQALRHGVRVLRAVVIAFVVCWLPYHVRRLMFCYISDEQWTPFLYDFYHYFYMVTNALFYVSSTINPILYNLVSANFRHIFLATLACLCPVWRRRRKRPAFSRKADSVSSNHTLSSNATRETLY
Salmonella PhoP GFP: inhibitors of PhoP regulon expression, primary screen, Salmonella Typhimurium, GFP reporter (AID 1863); one-dose inhibition, % at 50 µM; IC50 in µM for titrated hits; S. Typhimurium PhoP-regulated promoter GFP reporter, 4 h; higher % means a stronger effect; hit rate 0.16% among 300,000;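 active = inhibition over 29.93%, a cutoff 3 SD above the screen mean, later confirmed by dose response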;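 also: 0% = low Mg2+ inducing control and 100% = high Mg2+ repressing control; strong numbers were not always called active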
HIV fusion peptide: cell-free HIV fusion peptide-binding blockers – biochemical, uHTS, fluorescence dequenching, primary screen (AID 1986) | cell-free peptide binding, fluorescence dequenching, 30 min; higher % means a stronger effect | hit rate 0.3% among 290,000 | inhibition, % at 20 µM; hits with a dose series show IC50 in µM; in the data active = inhibition mostly above about 52%, no sharp cut-off; inactive = mostly below about 76%; also: some results filed as inactive read as strong as hits
SIAH1 antagonists: Siah-1 peptide-binding antagonists, primary screen, biochemical, fluorescence polarization, rhodamine-plectin, uHTS (AID 1817). Siah-1 / rhodamine-plectin peptide fluorescence polarization; higher % means a stronger effect. displacement, % at 20 µM; hits with a dose series show IC50 in µM. hit rate 0.02% among 290,000;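 active = displacement of at least 50% at 20 µM, with a fluorescence ratio check between 0.3 and a set limit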;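 also: plate controls were Siah plus tracer with DMSO for no effect and tracer alone without Siah for full effect; strong numbers were not always called active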
NTR1 ag cell count 20 µM: also measured in NTR1 ag; calls as there; cell count; measured here: cell count, cytotoxicity flag
Myeloid diff 2 GFP+ MAC1+ %: second read-out of Myeloid diff 2, no call of its own (marks repeat the call); GFP+ MAC1+ double positive, %; measured here: differentiation confirmed by MAC1 staining
Active calls of the source: *.

How did COc1ccc([C@@H]2C[C@H](c3ccccc3)Oc3cc(OC)c(OC)c(OC)c32)cc1 do in these assays?
GPR55 antagonists: 7.9%; Rac1 GTP hydrolysis: 11.6%; Myeloid diff 2: inactive; GPR35 antagonists: -10.5%; LYP phosphatase: 0.0%; NTR1 ag: 3.6; Salmonella PhoP GFP: -2.9%; HIV fusion peptide: -1.0%; SIAH1 antagonists: -3.5%; NTR1 ag cell count 20 µM: 61; Myeloid diff 2 GFP+ MAC1+ %: 2.0

Results for COC(=O)C1=C(C)NC2=C(C(=O)CCC2)C1c1ccsc1 (centres undefined) ?
GPR55 antagonists: 0.3%; GPR35 antagonists: 17.3%; LYP phosphatase: -2.1%; Salmonella PhoP GFP: 15.0%; HIV fusion peptide: 0.2%; SIAH1 antagonists: 2.6%

How did Cn1nnnc1SCC(=O)Nc1ncc(Cl)cc1Cl do in these assays?
Rac1 GTP hydrolysis: 10.7%; Myeloid diff 2: inactive; NTR1 ag: 0.5; Salmonella PhoP GFP: 3.6%; NTR1 ag cell count 20 µM: 71; Myeloid diff 2 GFP+ MAC1+ %: 0.7

What do the screens show for `CCOC(=O)c1cnc2c(ccc3ccccc32)c1Cl`?
GPR55 antagonists: -9.1%; Rac1 GTP hydrolysis: 8.9%; Myeloid diff 2: inactive; GPR35 antagonists: -0.7%; LYP phosphatase: -7.9%; NTR1 ag: 1.6; Salmonella PhoP GFP: 2.7%; HIV fusion peptide: -0.4%; SIAH1 antagonists: 3.5%; NTR1 ag cell count 20 µM: 52; Myeloid diff 2 GFP+ MAC1+ %: 0.3

What do the screens show for `Nc1c(-c2ccc(F)cc2)cnc2ncnn12`?
GPR55 antagonists: -12.9%; Rac1 GTP hydrolysis: 4.3%; Myeloid diff 2: inactive; GPR35 antagonists: -0.3%; LYP phosphatase: -1.5%; NTR1 ag: -0.2; Salmonella PhoP GFP: 6.9%; HIV fusion peptide: -1.2%; SIAH1 antagonists: -1.8%; NTR1 ag cell count 20 µM: 91; Myeloid diff 2 GFP+ MAC1+ %: 1.3

What do the screens show for `COc1ccc(C)cc1NC(=O)CCS(=O)(=O)c1cccc2nonc12`?
GPR55 antagonists: 5.3%; Rac1 GTP hydrolysis: 1.4%; Myeloid diff 2: inactive; GPR35 antagonists: -6.4%; LYP phosphatase: -3.7%; NTR1 ag: -2.5; Salmonella PhoP GFP: -7.1%; HIV fusion peptide: 2.5%; SIAH1 antagonists: -0.6%; NTR1 ag cell count 20 µM: 39; Myeloid diff 2 GFP+ MAC1+ %: 0.2

What do the screens show for `CC1=C/C(=C/N(C)C)C(=O)O1`?
GPR55 antagonists: 12.1%; Rac1 GTP hydrolysis: 1.5%; Myeloid diff 2: inactive; GPR35 antagonists: -2.5%; LYP phosphatase: -4.1%; NTR1 ag: -1.2; Salmonella PhoP GFP: -1.0%; HIV fusion peptide: 5.9%; SIAH1 antagonists: 2.7%; NTR1 ag cell count 20 µM: 50; Myeloid diff 2 GFP+ MAC1+ %: 0.6

Results for C#CC(C)(C)NC(=O)c1ccccc1OC ?
GPR55 antagonists: 8.4%; Rac1 GTP hydrolysis: 0.7%; Myeloid diff 2: inactive; GPR35 antagonists: -7.2%; LYP phosphatase: -9.1%; NTR1 ag: -1.9; Salmonella PhoP GFP: 0.0%; HIV fusion peptide: 2.2%; SIAH1 antagonists: 1.6%; NTR1 ag cell count 20 µM: 67; Myeloid diff 2 GFP+ MAC1+ %: 0.8

How did Cc1nn(CCC#N)c2nc(-c3ccccc3)cc(C(F)(F)F)c12 do in these assays?
GPR55 antagonists: 7.7%; Rac1 GTP hydrolysis: 7.9%; Myeloid diff 2: inactive; GPR35 antagonists: -7.5%; LYP phosphatase: 7.1%; NTR1 ag: 6.4; Salmonella PhoP GFP: 6.0%; HIV fusion peptide: -1.8%; SIAH1 antagonists: -8.5%; NTR1 ag cell count 20 µM: 62; Myeloid diff 2 GFP+ MAC1+ %: 0.7

What do the screens show for `CCOC(=O)CCn1c(CC(=O)OCC)nc2ccccc21`?
GPR55 antagonists: 3.6%; Rac1 GTP hydrolysis: 1.2%; Myeloid diff 2: inactive; GPR35 antagonists: 2.3%; LYP phosphatase: -3.1%; NTR1 ag: -0.8; Salmonella PhoP GFP: -12.1%; HIV fusion peptide: -0.4%; SIAH1 antagonists: -0.6%; NTR1 ag cell count 20 µM: 76; Myeloid diff 2 GFP+ MAC1+ %: 2.4

How did O=C(NNC(=O)C1COc2ccccc2O1)c1ccccc1 (centres undefined) do in these assays?
GPR55 antagonists: 1.6%; Rac1 GTP hydrolysis: 0.1%; Myeloid diff 2: inactive; GPR35 antagonists: 13.8%; LYP phosphatase: -9.2%; NTR1 ag: 0.5; Salmonella PhoP GFP: -0.3%; HIV fusion peptide: 4.2%; SIAH1 antagonists: -1.3%; NTR1 ag cell count 20 µM: 75; Myeloid diff 2 GFP+ MAC1+ %: 0.7

Results for Cc1cc2cc(C)c3nnc(SCC(=O)Nc4ccc(S(=O)(=O)N5CCCCC5)cc4)n3c2cc1C ?
GPR55 antagonists: 7.0%; Rac1 GTP hydrolysis: 3.0%; Myeloid diff 2: inactive; GPR35 antagonists: 3.8%; LYP phosphatase: -0.3%; NTR1 ag: 1.2; Salmonella PhoP GFP: -4.9%; HIV fusion peptide: 4.0%; SIAH1 antagonists: -1.6%; NTR1 ag cell count 20 µM: 49; Myeloid diff 2 GFP+ MAC1+ %: 0.7

What do the screens show for `S=C(NC1CCCCC1)N1CCOCCOCCN(C(=S)NC2CCCCC2)CCOCCOCC1`?
GPR55 antagonists: 12.1%; Myeloid diff 2: inactive; GPR35 antagonists: 1.8%; LYP phosphatase: 0.5%; NTR1 ag: -0.1; Salmonella PhoP GFP: -3.6%; HIV fusion peptide: -1.8%; SIAH1 antagonists: 6.8%; NTR1 ag cell count 20 µM: 50; Myeloid diff 2 GFP+ MAC1+ %: 0.5

What do the screens show for `CC(C)c1cc(=O)oc2c3c4c(cc12)CCCN4CCC3`?
GPR55 antagonists: 11.6%; Rac1 GTP hydrolysis: 7.9%; Myeloid diff 2: inactive; GPR35 antagonists: -1.4%; LYP phosphatase: -5.1%; NTR1 ag: -0.2; Salmonella PhoP GFP: -3.5%; HIV fusion peptide: -1.9%; SIAH1 antagonists: 6.6%; NTR1 ag cell count 20 µM: 49; Myeloid diff 2 GFP+ MAC1+ %: 0.7

Results for Cc1c(C(=O)N2CCN(C(=O)c3ccco3)CC2)sc2nc(-c3ccc(F)cc3)cn12 ?
GPR55 antagonists: 8.5%; Rac1 GTP hydrolysis: 12.8%; Myeloid diff 2: inactive; GPR35 antagonists: -12.1%; LYP phosphatase: -3.4%; NTR1 ag: 3.1; Salmonella PhoP GFP: -10.4%; HIV fusion peptide: -0.1%; SIAH1 antagonists: -0.6%; NTR1 ag cell count 20 µM: 63; Myeloid diff 2 GFP+ MAC1+ %: 1.2

How did O=C1CN(C(=O)c2ccc(Br)o2)C(c2ccc(F)cc2)c2cc(Cl)ccc2N1 (centres undefined) do in these assays?
GPR55 antagonists: 31.3%; Rac1 GTP hydrolysis: 5.2%; Myeloid diff 2: inactive; GPR35 antagonists: -1.2%; LYP phosphatase: -0.8%; NTR1 ag: -8.6; Salmonella PhoP GFP: -1.4%; HIV fusion peptide: 5.2%; SIAH1 antagonists: -5.1%; NTR1 ag cell count 20 µM: 36; Myeloid diff 2 GFP+ MAC1+ %: 0.9

How did Cc1ccc(C(NC(N)=O)c2ccccc2C)cc1 (centres undefined) do in these assays?
GPR55 antagonists: -4.9%; Rac1 GTP hydrolysis: -0.4%; Myeloid diff 2: inactive; GPR35 antagonists: 14.5%; LYP phosphatase: -5.0%; NTR1 ag: 0.6; Salmonella PhoP GFP: 2.3%; HIV fusion peptide: -2.6%; SIAH1 antagonists: -8.1%; NTR1 ag cell count 20 µM: 55; Myeloid diff 2 GFP+ MAC1+ %: 8.8

Results for O=C1N[C@@H](Cc2ccccc2)C(=O)N2[C@@H]3N(S(=O)(=O)c4ccccc4)c4ccccc4[C@]3(Br)C[C@@H]12 ?
Rac1 GTP hydrolysis: 4.1%; Myeloid diff 2: inactive; NTR1 ag: 2.8; Salmonella PhoP GFP: 11.0%; NTR1 ag cell count 20 µM: 59; Myeloid diff 2 GFP+ MAC1+ %: 2.1

How did O=C(COC(=O)CNS(=O)(=O)/C=C/c1ccccc1)NC1CCS(=O)(=O)C1 (centres undefined) do in these assays?
GPR55 antagonists: -0.7%; Rac1 GTP hydrolysis: 5.3%; Myeloid diff 2: inactive; GPR35 antagonists: 18.1%; LYP phosphatase: -8.8%; NTR1 ag: 1.5; Salmonella PhoP GFP: 7.6%; HIV fusion peptide: -0.8%; SIAH1 antagonists: -2.4%; NTR1 ag cell count 20 µM: 83; Myeloid diff 2 GFP+ MAC1+ %: 0.7

What do the screens show for `Cc1cccc(SCC(=O)Nc2ccc3c(c2)OCCO3)c1`?
GPR55 antagonists: 4.6%; Rac1 GTP hydrolysis: 10.7%; Myeloid diff 2: inactive; GPR35 antagonists: -2.2%; LYP phosphatase: -6.0%; NTR1 ag: 3.0; Salmonella PhoP GFP: -1.8%; HIV fusion peptide: 1.5%; SIAH1 antagonists: -6.0%; NTR1 ag cell count 20 µM: 62; Myeloid diff 2 GFP+ MAC1+ %: 1.2

Results for CCCCCC(=O)NC(=S)Nc1ccc(NC(=O)c2ccco2)cc1 ?
GPR55 antagonists: 4.8%; Rac1 GTP hydrolysis: 5.8%; Myeloid diff 2: inactive; GPR35 antagonists: -1.3%; LYP phosphatase: 2.8%; NTR1 ag: 2.4; Salmonella PhoP GFP: 13.1%; HIV fusion peptide: 2.0%; SIAH1 antagonists: -5.5%; NTR1 ag cell count 20 µM: 96; Myeloid diff 2 GFP+ MAC1+ %: 0.2

Screening data: PubChem BioAssay, several laboratories

Not a hit list; any-hit rate near 2.4%.
